GRK2 aptamer HTS: human GRK2 inhibition via aptamer displacement; AID 488847; 330,000 tested, 0.59% active; P25098; bead flow cytometry, FAM-aptamer displacement from GRK2; inhibition of aptamer binding, % at 10 µM;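 active = inhibition of aptamer binding above 40%, roughly 3 SD of noise, on plates passing a quality check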;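 note: median bead fluorescence of bound FAM aptamer so fluorescent compounds give negative values; no value below 0 was filed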
CIT2-GFP yeast: yeast TOR pathway CIT2-GFP modulation; S. cerevisiae CIT2-GFP strain, flow cytometry, 3 h; 100 means same as DMSO wells; GFP response vs DMSO, % at 10 µM; 320,000 tested, 0.065% active; AID 2029;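 active = GFP response relative to DMSO above a set limit, near the screen mean plus 3 SD, cut at about 150% in these data; inconclusive = Fewer than 70 cells measured for a yeast strain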;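 note: ratio of well median GFP fluorescence to mean of DMSO wells on the plate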
MEX-5 binding: C. elegans MEX-5 TCR-2 RNA binding activity. activity score (negative = inhibition of binding), % at 10 µM. MEX-5/FITC-TCR2 RNA binding, fluorescence polarization; stronger effect = lower value. Q9XUB2. 300,000 tested, 0.38% active;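 active = inhibition past about -25% in most replicates, and total fluorescence under double the plate's negative control median, limit read from the data; inconclusive = replicates evenly split on the limit, or fluorescence at least double controls; inactive = too little inhibition in most replicates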;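 note: 0% = DMSO and -100% = 5 µM competing unlabeled TCR2 RNA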
Target sequence (Q9XUB2 whole entry, looked up): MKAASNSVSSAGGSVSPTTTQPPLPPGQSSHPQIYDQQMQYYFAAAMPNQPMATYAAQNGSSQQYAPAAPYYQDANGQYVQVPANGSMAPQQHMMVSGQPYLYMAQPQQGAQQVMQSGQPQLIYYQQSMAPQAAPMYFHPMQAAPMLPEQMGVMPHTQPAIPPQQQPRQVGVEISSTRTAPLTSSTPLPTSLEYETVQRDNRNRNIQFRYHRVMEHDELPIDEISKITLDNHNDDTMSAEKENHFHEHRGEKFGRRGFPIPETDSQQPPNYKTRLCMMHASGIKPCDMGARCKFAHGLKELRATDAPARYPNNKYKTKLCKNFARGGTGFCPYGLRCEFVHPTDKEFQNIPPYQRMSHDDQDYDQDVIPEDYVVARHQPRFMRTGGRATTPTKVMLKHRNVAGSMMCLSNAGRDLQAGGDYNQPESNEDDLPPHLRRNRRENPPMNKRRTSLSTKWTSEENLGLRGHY
Yeast superoxide: caloric restriction mimetics inhibiting age-related superoxide in yeast; S. cerevisiae aged cells, superoxide DHE fluorescence; stronger effect = lower value; superoxide response (% of plate mean), % at 10 µM; 330,000 tested, 0.18% active;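 active = superoxide response under a set limit, about three screen SD below normal, cut at about 65% in these data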;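 note: yeast aged for seven days with compound at 30 °C before DHE staining; 100% = average MFI of all compound-treated wells on the plate with controls excluded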
GLD-1 RNA inh: GLD-1-TGE RNA interaction inhibition (C. elegans); AID 2280; inhibition, % at 5.96 µM; Q17339; 320,000 tested, 0.44% active; purified GLD-1 + fluorescein TGE RNA, fluorescence polarization;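 active = percent inhibition above a per-plate cutoff, the plate mean of test compounds plus 3 SD, cut at about 30% in these data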;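 note: 0% = DMSO wells with GLD-1 and probe and 100% = wells lacking GLD-1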
MCL1-BIM inh: MCL1-BIM-BH3 interaction inhibition (human); 320,000 tested, 0.68% active; GST-MCL1 / FITC-Bim-BH3 fluorescence polarization; Q07820; AID 2057; inhibition, % at 10.9 µM;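 active = inhibition above the mean inhibition of all tested compounds plus 3 SD, set per campaign, cut at about 40% in these data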;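 note: 0% = DMSO wells and 100% = unlabeled Bim-BH3 peptide control; higher means more loss of mP so more displacement of Bim peptide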
Target sequence (Q07820 whole entry, looked up): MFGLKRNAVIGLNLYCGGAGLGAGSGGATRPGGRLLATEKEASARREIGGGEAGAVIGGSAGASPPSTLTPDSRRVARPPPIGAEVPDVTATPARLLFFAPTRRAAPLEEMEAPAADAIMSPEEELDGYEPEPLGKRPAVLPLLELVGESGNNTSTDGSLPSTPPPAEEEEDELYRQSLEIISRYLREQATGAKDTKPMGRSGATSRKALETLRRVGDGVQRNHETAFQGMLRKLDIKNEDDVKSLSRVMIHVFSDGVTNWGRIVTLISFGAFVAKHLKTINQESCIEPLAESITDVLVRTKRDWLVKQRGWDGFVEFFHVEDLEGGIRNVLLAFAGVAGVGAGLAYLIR
Bcl-xL primary: inhibitors of human Bcl-xL. inhibition, % at 10.9 µM. 320,000 tested, 0.7% active. GST-Bcl-xL / FITC-Bim BH3 peptide fluorescence polarization;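 active = inhibition above the mean of all tested compounds plus 3 SD, cutoff set per campaign, cut at about 30% in these data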;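 note: 0% = DMSO wells and 100% = unlabeled Bim-BH3 peptide competitor; inhibitors lower millipolarization by displacing the labeled peptide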
Target sequence (Q07817 whole entry, looked up): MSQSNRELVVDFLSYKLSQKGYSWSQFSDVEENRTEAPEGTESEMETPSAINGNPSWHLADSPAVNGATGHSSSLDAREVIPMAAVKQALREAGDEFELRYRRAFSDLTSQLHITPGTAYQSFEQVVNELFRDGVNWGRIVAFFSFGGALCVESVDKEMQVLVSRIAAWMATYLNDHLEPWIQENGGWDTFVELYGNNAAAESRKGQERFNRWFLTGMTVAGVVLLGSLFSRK
VLA-4 inh: inhibition in a human VLA-4 binding assay; 330,000 tested, 0.2% active; AID 2557; inhibition, % (about 7 µM as worked out from the volumes in the protocol); VLA-4 expressing cells, ligand binding flow cytometry; P13612; in the data active = inhibition above about 50%
AGP1 TOR yeast: alters AGP1-GFP fluorescence in TOR pathway yeast screen | S. cerevisiae AGP1-GFP multiplex flow cytometry, 3 h; GFP as percent of DMSO wells | GFP response vs DMSO, % at 10 µM | 320,000 tested, 0.02% active | AID 2066;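 active = GFP response relative to DMSO above a set limit, near screen average plus 3 SD, cut at about 150% in these data; inconclusive = fewer than 70 cells counted for the yeast strain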;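 note: median GFP channel fluorescence of the gated AGP1 strain per well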
Starred values were filed as active, the others as inactive; ? = inconclusive; . = not tested or not shown. Compounds as they come; 2.1% or so of the library scored in one or more.

SMILES	GRK2 aptamer HTS	CIT2-GFP yeast	MEX-5 binding	Yeast superoxide	GLD-1 RNA inh	MCL1-BIM inh	Bcl-xL primary	VLA-4 inh	AGP1 TOR yeast
Cn1cc([N+](=O)[O-])c(C(=O)NCc2cc3cc(Cl)ccc3[nH]2)n1	7.0	94.9	0.4	110.4	-2.1	2.5	3.6	-3.3	95.1
CCCCNc1nc2ccccc2nc1NS(=O)(=O)c1cccs1	1.0	111.7	-2.4	95.1	1.2	2.8	4.8	-5.2	108.3
Cc1ccc(N/N=C/c2ccc(N3CCOCC3)cc2)cc1C	0.0	111.5	1.0	87.8	0.8	2.0	4.2	4.3	104.2
CCOc1ccccc1/C=C(\C(=O)O)c1ccc(S(=O)(=O)N2CCCCC2)s1	8.0	81.4	.	89.9	4.1	.	.	-27.4	85.8
Cc1cc(C(=O)NN)c(C)o1	0.0	95.2	-0.4	101.7	2.0	4.4	5.1	-0.6	97.0
Cc1cccc(NC(=O)CNC(=O)CN2C(=O)NC3(CCCc4ccccc43)C2=O)c1C (centres undefined)	1.0	90.2	0.5	103.6	3.7	2.6	-1.1	-5.3	92.2
COc1ccc(OC)c(NC(=O)COC(=O)c2nc(Cl)ccc2Cl)c1	0.0	105.1	-1.4	97.6	-3.7	-2.3	-3.9	12.4	104.9
CCCCCOC(=O)Nc1ccc(S(=O)(=O)Nc2cccc([N+](=O)[O-])c2)cc1	0.0	108.7	-0.1	100.4	3.3	-7.7	-4.2	-0.2	99.8
O=C(CCCSc1nnc(SCCCC(=O)c2ccc(F)cc2)s1)c1ccc(F)cc1	2.0	97.8	3.1	101.8	4.3	4.9	2.8	-2.7	97.2
Cc1cc(NC(=O)CCN2CCN(CCO)CC2)ccc1Br	0.0	105.4	2.0	103.9	-0.2	6.8	5.0	5.8	103.3
O=C(CCNS(=O)(=O)c1ccccc1)OCc1nc2ccsc2c(=O)[nH]1	0.0	99.7	-0.7	102.7	1.5	-3.1	-4.0	5.3	101.9
COc1ccc(C(=O)N2CCC(CCC(=O)Nc3cccc(C)c3)CC2)cc1	1.0	98.1	1.7	103.2	-2.6	-3.4	2.0	10.1	102.2

Two of the compounds above, in markdown:
| canonical_smiles | GRK2 aptamer HTS | CIT2-GFP yeast | MEX-5 binding | Yeast superoxide | GLD-1 RNA inh | MCL1-BIM inh | Bcl-xL primary | VLA-4 inh | AGP1 TOR yeast |
| --- | --- | --- | --- | --- | --- | --- | --- | --- | --- |
| Cc1cc(C(=O)NN)c(C)o1 | 0.0 | 95.2 | -0.4 | 101.7 | 2.0 | 4.4 | 5.1 | -0.6 | 97.0 |
| Cn1cc([N+](=O)[O-])c(C(=O)NCc2cc3cc(Cl)ccc3[nH]2)n1 | 7.0 | 94.9 | 0.4 | 110.4 | -2.1 | 2.5 | 3.6 | -3.3 | 95.1 |

(list continues)
SMILES	GRK2 aptamer HTS	CIT2-GFP yeast	MEX-5 binding	Yeast superoxide	GLD-1 RNA inh	MCL1-BIM inh	Bcl-xL primary	VLA-4 inh	AGP1 TOR yeast
CCCc1ccc(OCc2nc(-c3ccc(NC(=O)c4ccco4)cc3)no2)cc1	1.0	92.0	-0.7	93.8	-3.9	-1.4	0.0	-3.4	98.5
O=C(COC(=O)C1C2CC3OC(=O)C1C3C2)Nc1ccc(Cl)cc1 (centres undefined)	0.0	105.4	1.3	95.2	0.5	0.4	1.3	-2.5	101.8
CCCn1c(N2CCN(C(=O)Nc3ccc(Cl)cc3)CC2)nc2ccccc21	0.0	99.8	2.5	80.4	2.2	-3.0	2.8	0.8	103.4
NNc1nc(-c2ccccc2)nc(-c2ccccc2)c1Br	1.0	97.2	1.7	84.8	2.0	-4.5	3.2	-6.5	91.7
O=C1/C(=C/c2ccccc2)SC(=S)N1N1C(=O)C2CC2C1=O (centres undefined)	0.0	63.1	0.8	97.7	0.6	12.5	16.6	9.6	98.6
CCC(=O)NNC(=O)c1c(O)c2ccccc2[nH]c1=O	0.0	96.2	-3.4	87.1	-2.3	5.7	-0.5	-0.7	105.2
Cc1cc(C)cc(N(C(=O)CCC(=O)Nc2cc(C)on2)C(C(=O)NC2CCCC2)c2ccco2)c1 (centres undefined)	0.0	105.7	0.3	105.3	-1.5	-1.7	3.6	3.4	97.4
COc1cc(/C=N/NC(=O)c2cc[n+]([O-])cc2)cc(OC)c1OC	4.0	114.0	2.0	98.6	6.5	11.5	1.3	-7.0	100.4
CSc1ccccc1NC(=O)Cn1nc([N+](=O)[O-])c(Cl)c1C	3.0	95.6	0.9	122.8	-3.0	1.8	4.3	4.2	102.7
CCN1C(=O)c2n[nH]c(C(=O)OC)c2C1=O	0.0	98.3	.	102.8	1.7	-1.8	0.5	12.1	102.4
O=C(CSc1nc2sc3c(c2c(=O)[nH]1)CCC3)NCCO	0.0	110.9	1.6	81.7	4.4	-1.4	2.6	1.9	108.3
CCc1ccc(C2C(C#N)=C(N)N(N(C)C)C3=C2C(=O)CCC3)cc1 (centres undefined)	2.0	103.3	0.8	90.0	4.9	8.1	12.9	2.5	94.4
COC(=O)c1[nH]c2ccccc2c1CN1CCOCC1	2.0	97.3	0.9	106.3	0.1	9.6	5.7	5.2	84.5
Cc1c(/C=N\NC(=O)c2c[nH]c3ccccc23)cnn1C	99.0*	101.2	-4.1	80.8	2.5	0.2	1.4	1.7	100.3
COc1ccc2sc(-c3ccccc3OC)c(-c3ccc(OC)c(F)c3)c2c1	0.0	100.1	.	100.7	4.5	7.4	7.3	15.1	102.0
Cc1ccc(Sc2nc([N+](=O)[O-])nn2C)cc1	0.0	95.7	2.3	105.4	4.9	0.6	6.3	.	103.2
CCOc1cc(/C=C2\C(=O)N(CCC#N)N=C2C)ccc1OCC(N)=O	6.0	97.9	-2.9	86.9	5.2	0.4	6.2	-7.0	97.6
O=C(c1cc([N+](=O)[O-])ccc1N1CCOCC1)N1CCN(S(=O)(=O)c2ccc(F)cc2)CC1	1.0	97.4	0.9	116.0	-3.2	-6.5	0.4	15.9	108.9
O=C1CCCC(=O)C1=C1SCCS1	2.0	105.8	-2.9	110.1	5.2	1.6	2.3	5.2	102.8
COCCn1c(N)c(N(Cc2ccccc2)C(=O)c2ccc3ccccc3c2)c(=O)[nH]c1=O	1.0	115.2	-1.8	122.7	2.4	-15.2	-14.3	7.9	92.9
O=C(OCC(=O)N1CCC(Cc2ccccc2)CC1)c1ccccc1F	3.0	95.9	.	147.4	7.3	-5.2	-1.6	11.8	91.2
COc1ccccc1NC(=O)C(C)OC(=O)c1ccc(-n2cnnn2)cc1 (centres undefined)	0.0	96.9	0.9	95.4	0.3	1.7	2.7	2.6	100.6
O=C(Nc1ccc(-c2csc(Nc3ccccc3)n2)cc1)c1ccccc1	2.0	99.2	3.7	92.9	6.0	3.8	5.2	-3.9	108.2
O=C(C[n+]1cc(Br)cc2ccccc21)c1ccc(Cl)cc1	24.0	?	2.3	95.5	-35.9	85.9*	84.1*	-59.6	?
O=C(c1ccccc1F)N1CCN(C(=O)C(c2ccccc2)c2ccccc2)CC1	0.0	99.2	-2.2	91.1	4.8	11.6	6.8	3.5	100.5
CCOCCN(C(=O)c1ccccc1Cl)c1cccc(C)c1C	2.0	101.5	-4.1	95.2	-5.0	4.1	6.6	18.0	99.5
COc1ccc(-c2cc(C(=O)N3CCN(c4ccccc4)CC3)no2)cc1OC	0.0	103.0	-4.6	114.1	-1.8	5.8	8.9	16.1	98.5
O=C(Cn1c2ccc(F)cc2c2nc3n(c(=O)c21)CCS3)Nc1ccc(Cl)cc1F	0.0	97.4	2.3	104.9	2.0	2.1	3.9	-0.9	98.3
Cc1ccc(-c2c3c(=O)n(C)c(=O)n(C)c3cn2-n2cnnc2)cc1	1.0	108.4	1.5	94.7	3.9	8.3	9.2	-11.7	106.6
COc1ccc(-n2nc(C(=O)NCC(=O)NCCC3=CCCCC3)c3ccccc3c2=O)cc1OC	1.0	103.3	-3.1	91.3	3.9	5.7	4.6	-3.3	108.1
CC(=O)OCC(=O)NCCCOc1cccc(CN2CCCCC2)c1	0.0	99.4	-3.1	102.5	5.0	2.7	1.2	13.6	99.1
COc1ccccc1NC(=O)CSc1nc2sc(C)c(C)c2c(=O)n1C	3.0	100.3	-2.5	96.8	2.3	-0.8	3.2	-4.7	97.8
CSc1ccccc1OCc1cc(C(=O)NC2CCOC2)no1 (centres undefined)	3.0	99.8	0.9	83.9	-1.2	3.6	6.4	10.3	100.7
O=S1(=O)CCN2C=Nc3sc4c(c3C2=N1)CCCC4	6.0	116.3	3.4	96.1	5.6	4.7	3.0	-4.4	117.9
COc1ccc(NC(=O)c2ccccc2C)cc1	1.0	100.0	-3.0	105.8	-0.4	-10.1	1.5	12.8	93.3
CCN1CCN(CC(O)COc2ccc(C)c(C)c2)CC1 (centres undefined)	0.0	83.1	-4.2	97.6	-1.3	0.0	2.5	92.2*	96.9
CCOC(=O)C1CCN(C(C(=O)NC2CCCC2)c2ccc(C)cc2)CC1 (centres undefined)	3.0	107.1	0.9	97.5	-0.5	2.8	6.9	-14.0	104.7
COC(=O)c1ccccc1NC(=O)c1ccc(-c2cccc(Cl)c2)o1	0.0	?	1.3	100.6	-1.9	-1.6	2.7	-4.0	.
O=C(CSc1nc2ccccc2c(=O)n1-c1ccc(OC(F)F)cc1)NCc1cccs1	0.0	116.9	0.9	87.5	7.5	-12.7	0.2	3.6	115.7
CN(C)/C=C(/C(=O)c1ccc(Cl)cc1)S(=O)(=O)c1ccc(Cl)cc1	0.0	.	0.3	94.6	-1.3	6.5	3.9	-0.8	103.8
COc1ccc(C)cc1NS(=O)(=O)c1ccc2c(c1)n(C)c(=O)n2C	0.0	106.7	-0.4	101.0	0.6	-2.1	2.9	-7.2	102.1
CC(=O)c1cccc(NC(=O)c2sc3nc4n(c(=O)c3c2C)CCCCC4)c1	0.0	101.6	0.1	110.5	3.0	3.5	6.5	10.4	101.7
Cc1ncc(CO)c(/C=N/NC(=S)Nc2ccc(F)cc2)c1O	0.0	101.8	-17.1	84.8	4.6	12.2	9.6	-7.1	110.4
CCOC(=O)N1CCN(S(=O)(=O)N2CCCC(C(=O)NCc3ccccc3OC)C2)CC1 (centres undefined)	1.0	109.3	0.3	104.8	4.5	-2.1	2.7	-7.5	102.8
CCc1cc2c(Sc3nc4ccccc4s3)ncnc2s1	3.0	101.4	-1.4	99.7	-3.0	0.8	2.0	0.6	99.3
COc1ccc(OC)c(CCNC(=O)Cn2sc3nc(C)cc(C)c3c2=O)c1	0.0	102.6	-1.7	107.7	1.2	15.8	2.3	17.1	113.2
CCOc1cc(C=NNC(=O)c2cccc(S(=O)(=O)N3CCCC3)c2)ccc1O	1.0	117.0	.	102.1	2.4	.	.	-5.7	102.9
Cc1cccc(C)c1NC(=S)N(CCN(C)C)C(C)c1ccccn1 (centres undefined)	0.0	108.1	-2.5	88.7	-2.7	7.3	-2.3	4.1	112.7
O=C(NCCO)c1cc2cc(Cl)cc(Cl)c2oc1=O	5.0	101.8	-0.2	93.1	2.2	5.4	10.3	0.3	98.6
CN(C)S(=O)(=O)c1ccc(N2CCCC2=O)c([N+](=O)[O-])c1	0.0	106.3	-5.8	107.0	1.2	-2.8	3.5	14.9	107.9
CC1(c2nnc(-c3cccc(Cl)c3)o2)CC(c2cccnc2)=NO1 (centres undefined)	1.0	84.9	2.3	89.6	3.7	2.2	5.4	5.0	88.3

High-throughput results: PubChem BioAssay, several laboratories
